Screening data as filed in PubChem BioAssay.
Eya2 inh: qHTS Assay for Inhibitors of the Phosphatase Activity of Eya2; actives 0.006% (n = 330,000); Protein phosphatase EYA2 (Homo sapiens), O00167; Potency, µM (series often up to 76.9 µM), for the others: at the top dose activity, negative = inhibition, actives largely listed as inhibitors; AID 488837, 2010; recombinant Eya2, OMFP fluorescence dephosphorylation (OMFP is methylfluorescein phosphate); further: potency means the concentration at half of the fitted maximal effect; on the % scale 0 is the no-effect control and ±100 the full control effect
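Eya2 protein (added as 0.2 uM solution) was preincubated with compound for 10 min at ambient temperature in 50 mM HEPES pH 7.5, 50 mM NaCl, 5 uM MgCl2, 0.05% BSA, 1 mM DTT. OMFP (added at 50 uM) then reacted 10 min; fluorescence read at 485/525 nm.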
KCNH2 3.1 block: qHTS for Inhibitors of KCHN2 3.1: Mutant qHTS; AID 720553, 2013; U2OS KCNH2 3.1, thallium flux FluxOr; stronger effect = lower value; actives 0.95% (n = 340,000); Potassium voltage-gated channel subfamily H member 2, brain isoform KCNH2 3.1 (human); activity change, % (tested at about 1.8 µM);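 active means maximum activity change below -70%; inconclusive means maximum activity change from -70% to -50%; inactive means maximum activity change above -50%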;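 further: thallium influx rate constant from kinetic fluorescence after stimulation buffer; on the % scale 0 is the no-effect control and ±100 the full control effect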
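Measured as rate of thallium-driven FluxOr signal in transduced U2OS cells carrying the 3.1 channel, read kinetically for 2 min upon stimulation; values are rate constants scaled to DMSO control wells.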
TCR act: Activators of T cell receptors: qHTS campaign; Potency, µM (highest dose often 9.22 µM), inactives show at the highest dose activation of IL-2 secretion, most hits filed as activators; 330,000 tested, under 10 active; primary human leukocytes, anti-CD3, IL-2 HTRF, 48 h; AID 504894, 2011; further: % of control where 0% means no effect
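TCR engagement came from a-CD3 beads alone, with compounds added to primary human leukocytes for 48 hr. Secreted IL-2 bridged europium cryptate- and d2-labelled anti-IL-2 antibodies, giving FRET emission at 665nm after 320nm excitation.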
USP2a block: qHTS Assay for Inhibitors of Ubiquitin-specific Protease USP2a Using CHOP2 as the Reporter; Ubiquitin carboxyl-terminal hydrolase 2 (Homo sapiens), O75604; USP2 core, Ub-CHOP2 coupled fluorogenic reporter, 485/531; Potency, µM (top dose mostly 38.3 µM), for inactives: at the highest dose activity change, negative = inhibition, most hits filed as inhibitors; actives 0.01% (n = 330,000);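 further: potency means the concentration at half of the fitted maximal effect; plate controls were DMSO wells for no effect and full inhibition by NEM control for full effect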
Target sequence (O75604 whole entry, looked up): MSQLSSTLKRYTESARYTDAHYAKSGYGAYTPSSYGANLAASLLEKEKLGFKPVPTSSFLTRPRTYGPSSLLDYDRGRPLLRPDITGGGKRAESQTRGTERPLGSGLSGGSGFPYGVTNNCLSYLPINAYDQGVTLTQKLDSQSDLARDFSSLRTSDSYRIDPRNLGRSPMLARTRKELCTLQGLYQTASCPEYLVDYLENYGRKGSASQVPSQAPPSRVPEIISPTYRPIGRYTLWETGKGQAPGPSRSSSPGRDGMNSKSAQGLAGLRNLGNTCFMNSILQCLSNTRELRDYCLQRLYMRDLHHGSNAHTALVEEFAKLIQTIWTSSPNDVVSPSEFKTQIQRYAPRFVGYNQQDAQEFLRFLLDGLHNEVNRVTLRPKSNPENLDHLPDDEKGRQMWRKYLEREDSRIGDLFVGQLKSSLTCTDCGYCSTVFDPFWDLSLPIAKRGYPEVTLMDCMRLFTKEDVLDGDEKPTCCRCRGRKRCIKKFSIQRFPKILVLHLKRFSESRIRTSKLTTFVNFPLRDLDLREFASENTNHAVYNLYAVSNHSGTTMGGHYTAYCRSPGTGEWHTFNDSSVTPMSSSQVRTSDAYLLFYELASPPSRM
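USP2 core (10nM final) preincubated 30min RT with compound in 20mM Tris-HCl pH 8.0, 2mM CaCl2, 2mM beta-mercaptoethanol, 0.05% CHAPS; 25nM Ub-CHOP2 plus 25nM reporter substrate added, fluorescence (Ex485/Em531) read after 60min.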
KCNH2 WT inh: qHTS for Inhibitors of KCHN2 3.1: Wildtype qHTS; Voltage-gated inwardly rectifying potassium channel KCNH2 (Homo sapiens), Q12809; U2OS, BacMam KCNH2, thallium flux FluxOr; stronger effect = lower value; activity change, % at 1.84 µM; actives 0.37% (n = 340,000);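 active means maximum activity change below -70%; inconclusive means maximum activity change between -70% and -50%; inactive means maximum activity change above -50%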; further: on the % scale 0 is the no-effect control and ±100 the full control effect
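U2OS cells were transduced with wild-type KCNH2 virus (2.03 x 10^8 / mL) for 4 h at room temperature, then cultured overnight at 37 C. Thallium flux was read with FluxOr dye. Rate constants were normalized to DMSO controls.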
TSHR antag: Antagonists of the Thyroid Stimulating Hormone Receptor: HTS campaign; actives 0.2% (n = 330,000); Thyrotropin receptor (Homo sapiens), P16473; AID 504810, 2011; TSHR-expressing cells, TSH-stimulated cAMP HTRF, 2 h; stronger effect = lower value; activity change, negative = inhibition, % at 11.5 µM;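 active means activity change below a set negative limit, meaning inhibition stronger than a set level, cut at about -70% in these data; inconclusive means activity change between two set negative limits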; further: on the % scale 0 is the no-effect control and ±100 the full control effect
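Competitive HTRF cAMP read-out (cryptate anti-cAMP antibody, cAMP-d2; 30 min, room temperature) in freshly harvested TSHR cells. Compounds added before TSH at EC80 (4nM final), followed by 2 hours' incubation at 37 deg C.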
TRPV1 agonist: HTS Assay for Compounds that Act as Agonists of the Vanilloid Receptor 1; Transient receptor potential cation channel subfamily V member 1 (Homo sapiens), Q8NER1; TRPV1-expressing cells, Fluo-8 calcium influx, agonist mode; activation, % at 8.33 µM; actives 0.19% (n = 320,000); AID 540275, 2011; in the data active means activation above about 80%; inconclusive means between about 30% and that limit; further: 0% is about no effect
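TRPV1-expressing cells were cultured overnight at 35.5C and loaded with Fluo-8 calcium dye for 40 to 90 min at room temperature. After a 10 s baseline, compound was added and calcium influx was read kinetically for 3 min (ex 480/em 520 nm).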
AT treatment: qHTS Assay for Identifying a Potential Treatment of Ataxia-Telangiectasia | actives 0.19% (n = 320,000) | AID 485349, 2010 | […] A-T fibroblasts, KAP-1 phosphorylation AlphaLISA; neocarzinostatin DNA damage 30 min before lysis | Potency, µM (highest dose often 57.5 µM), without a hit: top-dose activation, most hits filed as activators; further: potency means the concentration at half of the fitted maximal effect; % of control where 0% means no effect; nearly all actives have a fitted effect of over 45% in size
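ATM-like activity read as KAP-1 phosphorylation via AlphaLISA donor/acceptor antibody pairs after lysis and 6 hr at 25C. Cells were ATM-null patient fibroblasts ([…], hTERT), dosed 60 min, then exposed to the DSB inducer NCS for 30 min.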
Mito fusion act: qHTS Assay for Small Molecule Inhibitors of Mitochondrial Division or Activators of Mitochondrial Fusion; S. cerevisiae fusion-defective mutant growth rescue, CellTiterGlo 48 h; Potency, µM (top dose mostly 46.1 µM), inactives show top-dose growth rescue (activation), hits mostly activators; actives 0.23% (n = 320,000);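 further: potency means the concentration at half of the fitted maximal effect; % of control where 0% means no effect; nearly all actives have a fitted effect of over 45% in size; temperature-sensitive fusion mutants such as fzo1-1 at 37 °C on non-fermentable ethanol glycerol medium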
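Yeast fusion mutant, YPEG (non-fermentable carbon), compound, 48 h at 37C non-permissive; CellTiterGlo added, 10 min RT, luminescence read. Rescued growth = division inhibition.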
ELG1 repair inh: qHTS screen for small molecules that inhibit ELG1-dependent DNA repair in human embryonic kidney (HEK293T) cells expressing luciferase-tagged ELG1; HEK293T ELG1-luciferase reporter, luminescence, 16 h; DNA damage induced by 5-fluorouridine; AID 504467, 2011; Potency, µM (series often up to 46.1 µM), for the others: top-dose activity change, negative = inhibition, most hits filed as inhibitors; actives 2.3% (n = 330,000); further: potency means the concentration at half of the fitted maximal effect; on the % scale 0 is the no-effect control and ±100 the full control effect; nearly all actives have a fitted effect of over 55% in size
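DMSO vehicle served as the neutral condition. Each well held 2,000 cells given 5-fluorouridine plus compound; after 16 hr at 37 °C/5% CO2, ONE-Glo was added and luciferase measured 30 min later.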
The depositor's hits bear a star; ? = inconclusive; · = no result given; [ ] = dose if it differs, or a comment. Unless noted, the call rests on the fitted dose curve; in most records, active means well fitted curve in the direction sought with a large enough effect; inconclusive means small, poorly fitted or top-dose-only effect, or another doubt; inactive means no such curve, though single readings can be large; an effect the other way counts as inactive or inconclusive. Only part of the results is shown. The share of hits here may be higher or lower than overall.

no.	Molecule	TSHR antag	ELG1 repair inh	Eya2 inh	USP2a block	Mito fusion act	TCR act	KCNH2 WT inh	AT treatment	TRPV1 agonist	KCNH2 3.1 block
1	CC1CCc2ccc(F)cc2N1S(=O)(=O)c1cccs1 (configuration not stated)	-13	-10%	-20%	4%	1%	·	5	1%	0	0
2	O=c1[nH]c2ccc(S(=O)(=O)N3CCC(Cc4ccccc4)CC3)cc2o1	-20	-8%	-4%	1%	8%	2%	-1	1%	6	-2
3	O=C(O)CCCCCNC(=O)CCn1nnc2ccccc2c1=O	-1	0%	0%	3%	1%	7%	-2	2%	3	21
4	COc1cccc(C(=O)N2CCCc3ccccc32)c1	-4	0%	-3%	0%	8%	5%	-6	6%	4	10
5	Cc1coc2c1c(C)cc1oc(=O)c(CC(=O)N[C@H](C(=O)O)C(C)C)c(C)c12	-3	0%	6%	3%	-3%	-3%	6	-1%	0	3
6	COc1cc(C(=O)Nc2cccc(NC(=O)c3cccs3)c2)cc(OC)c1OC	-8	8.2µM*	13%	2%	0%	-8%	3	-6%	0	2
7	CN(CC(=O)Nc1ccccc1Br)C(=O)c1ccc2c(=O)n3c(nc2c1)CCC3	-2	10%	-6%	1%	0%	1%	2	5%	2	10
8	O=C(Nc1ncc2c(n1)CC(c1ccccc1)CC2=O)c1ccco1 (configuration not stated)	2	-1%	-3%	4%	-9%	3%[46.1 µM]	-7	-2%	24	2
9	COc1ccc(S(=O)(=O)N(CCN2CCOCC2)Cc2cc(OC)ccc2OC)cc1	14	4%	19%	0%	-2%	0%	-1	-10%	-2	3
10	Cc1ccc(OCC(=O)Nc2ccc3oc(=O)ccc3c2)c(C)c1	-2	?	-6%	-1%	11%	-7%	-23	8%	28	4
11	Cn1c(-c2ccccc2)cc(=O)c2ccccc21	2	7%	3%	-1%	2%	·	10	-7%	0	-6
12	CCCc1[nH]n(-c2nc3ccccc3s2)c(=O)c1C=NCCCN(CC)CC	-17	?	-6%	2%	-1%	·	-14	-4%	-2	-11
13	CCN(Cc1ccccc1)Cc1cc(OC)cc(OC)c1	-6	-2%	5%	4%	4%	-2%	22	8%	5	1
14	CC(Oc1cccc(Cl)c1)C(=O)NC1CC(C)(C)NC(C)(C)C1 (configuration not stated)	15	-8%	-5%	4%	3%	3%	3	-4%	1	11
15	Cc1sc(N2CCN(S(=O)(=O)c3ccc4c(c3)NC(=O)CO4)CC2)nc1-c1ccccc1	-13	7%	-15%	-7%	-28%	-5%	-16	9%	?	-6
16	O=C(Cn1c(NCCO)nc2ccccc21)c1ccc(Cl)cc1Cl	2	-1%	?	2%	3%	-2%	7	-1%	-2	1
17	COc1cc(/C=C2\SC(=S)N(CCC(=O)NCCc3ccccc3)C2=O)cc(OC)c1OC	1	1%	-13%	-1%	-6%	-3%	-2	3%	1	3
18	Clc1nc2c(-c3ccccc3)nnn2c2ccccc12	-15	?	-3%	2%	-11%	7%	-5	-6%	-4	1
19	CCCn1c(SCC(=O)O)nc2ccccc21	-6	23%	-7%	2%	-5%	0%	18	-3%	-15	9
20	CCCCCC(C)NC(=O)c1ccoc1C (configuration not stated)	-8	11%	-18%	2%	-20%	8%[46.1 µM]	9	15%	12	0
21	COc1ccccc1NC1=NC(c2ccc(Cl)cc2)N=C(N)N1 (configuration not stated)	7	12%	9%	3%	2%	1%	-6	-8%	1	-3
22	O=C(Nc1ccc(N2CCCCC2)c(Cl)c1)c1ncn[nH]1	9	?	-13%	-1%	15%	-4%	8	·	1	4
23	Cc1c(-c2ccc(F)cc2)[n+](=O)c(-c2ccc(F)cc2)c(C)n1[O-]	14	19%	-12%	1%	1%	-1%	-35	5%	-2	-1
24	CCOC(=O)COc1cc2c(C(=O)OCC)c(C)oc2cc1Br	-19	-2%	0%	0%	4%	-14%	6	13%	12	2
25	O=C(N=C1SC2CS(=O)(=O)CC2N1c1ccc(F)c(Cl)c1)C1CCCO1 (configuration not stated)	12	10%	4%	2%	-12%	2%	-2	9%	-3	14
26	Cc1cccc(N2CN(Cc3ccco3)CNC2=S)c1C	-3	4%	5%	3%	-5%	6%[46.1 µM]	-3	1%	0	-11
27	Cc1cc(C(=O)C(=O)NC(C)C)c(C)n1-c1ccc([N+](=O)[O-])cc1	7	0%	-7%	0%	-1%	8%	-10	-7%	·	13
28	CCSC1=C(C#N)C(CC(C)C)C2=C(CCCC2=O)N1 (configuration not stated)	-7	7%	4%	2%	-1%	0%	0	-19%	27	18
29	C[C@@H]1CN([C@@H](C)CO)C(=O)c2cc(NC(=O)C3CC3)ccc2O[C@@H]1CN(C)Cc1ccc(Cl)c(Cl)c1	-2	?	-2%	0%	·	-2%	0	2%	·	-11
30	CC(=O)Nc1ccc(NC(=O)c2cc(-c3cc(C)c(C)cc3O)n[nH]2)cc1	30	16%	18%	2%	17%	1%	2	18%	-2	1
31	CCOc1ccc(CCNC(=O)CCc2c(C)nc3ncnn3c2C)cc1OCC	15	8%	-8%	0%	-8%	3%	22	·	0	4
32	O=C(O)c1nn(-c2ccccc2)nc1-c1nn(-c2ccccc2)nc1C(=O)O	31	10%	20%	0%	7%	11%	6	10%	-1	-12
33	COc1ccc(CNC(C)C(=O)Nc2ccc3ccccc3c2)cc1OC (configuration not stated)	4	3%	3%	10%	4%	1%	7	3%	3	21
34	O=C(O)c1cc(Cl)c(Cl)cc1C(=O)N1CCCC1	-4	1%	9%	-2%	-2%	-9%	5	0%	2	-4
35	O=C(OCc1nc2ccccc2s1)c1cc2ccccc2oc1=O	-8	?	4%	4%	6%	-8%[46.1 µM]	·	2%	1	·
36	Cc1cc(C)cc(OCc2nnc(SCC(=O)N3CCCCC3)o2)c1	7	2%	-4%	1%	8%	-9%	9	5%	25	12
37	CCc1nnc(NC(=O)c2oc3ccccc3c2COC(C)C)s1	34	-20%	6%	-2%	·	-2%	-12	-18%	·	15
38	COc1ccccc1/C=C/C(=O)OCC(=O)NC1CC1	-8	19%	18%	1%	-3%	-1%	-3	-2%	-3	-24
39	CC(C)OCCCNC(=O)C(=O)N/N=C/c1ccc(OCc2ccccc2)cc1	0	0%	3%	-1%	-10%	-5%	4	0%	-5	6
40	CC(C)C1COC(c2cccn2Cc2ccccc2Cl)=N1 (configuration not stated)	-5	2%	-2%	3%	-2%	-1%	1	28%	1	4
41	Cc1cc(N)n2nc(-c3ccc(C(C)(C)C)cc3)cc2n1	-22	?	-13%	-2%	27%	2%	19	0%	?	-2
42	O=C(CN1CCCCCC1)N/N=C/c1ccc(Cl)c(Cl)c1	11	20%	0%	0%	10%	?	-1	-6%	-1	-75*
43	Cc1cc(CC(=O)O)c(C)cc1CC(=O)O	3	-3%	7%	0%	-1%	3%	-1	2%	1	-15
44	O=C(COc1ccc2ccccc2c1)N/N=C/c1ccccn1	9	15%	1%	7%	0%	6%	9	-1%[11.5 µM]	1	-4
45	COc1ccc(-c2nc(C#N)c(N3CCN(c4cccc(Cl)c4)CC3)o2)cc1OC	0	4%	4%	-1%	-1%	·	12	-3%	-2	-6
